F508del corr: F508del CFTR correction, initial screen, CFBE line, single point | CFBE cells, YFP halide quenching; stimulated with forskolin plus potentiator P3; % fluorescence drop versus neutral controls | activity (quench increase), % at 7.58 µM | 350,000 tested, 0.36% active | AID 720511, 2013;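 active = mean added fluorescence quench of at least 8% versus neutral control, with both replicates also reaching 8%; inconclusive = only one of the mean or replicate conditions met; inactive = mean below 8% and not both replicates reaching 8%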;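 also: cells transiently co-express mutant CFTR-F508del with the halide-sensitive YFP; corrector assay measuring rescue of mutant channel to the surface after 24 h compound exposure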
miR-122 sensor: miR-122 Renilla sensor signal increase in Huh7, primary screen, miR-122 inhibitor project, cell-based, single point, plate reader; Huh7 miR-122 Renilla luciferase sensor, 48 h; neutral wells = 0, positive control = 100; activation (reporter increase), % at 12.5 µM; 340,000 tested, 0.3% active; AID 602342, 2012;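 active = mean replicate activation score at least 90 and every replicate individually at or above 90; inconclusive = only one of the two criteria met; inactive = neither criterion met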;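 also: higher luciferase means less miR-122 activity so hits act as miR-122 inhibitors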
ERp5 inh: inhibitors of ERp5-driven insulin aggregation, primary screen, biochemical, turbidity, absorbance 650 nm, single point. Protein disulfide-isomerase A6 (Homo sapiens), Q15084. 90 min. inhibition, % at 9.99 µM. 350,000 tested, 0.05% active. AID 651711, 2012;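 active = mean replicate inhibition above about 25%, with every replicate also reaching it, limit read from the data, passing the limit was not always enough; inconclusive = only one of those two criteria met; inactive = neither criterion met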
Target sequence (Q15084 whole entry, looked up): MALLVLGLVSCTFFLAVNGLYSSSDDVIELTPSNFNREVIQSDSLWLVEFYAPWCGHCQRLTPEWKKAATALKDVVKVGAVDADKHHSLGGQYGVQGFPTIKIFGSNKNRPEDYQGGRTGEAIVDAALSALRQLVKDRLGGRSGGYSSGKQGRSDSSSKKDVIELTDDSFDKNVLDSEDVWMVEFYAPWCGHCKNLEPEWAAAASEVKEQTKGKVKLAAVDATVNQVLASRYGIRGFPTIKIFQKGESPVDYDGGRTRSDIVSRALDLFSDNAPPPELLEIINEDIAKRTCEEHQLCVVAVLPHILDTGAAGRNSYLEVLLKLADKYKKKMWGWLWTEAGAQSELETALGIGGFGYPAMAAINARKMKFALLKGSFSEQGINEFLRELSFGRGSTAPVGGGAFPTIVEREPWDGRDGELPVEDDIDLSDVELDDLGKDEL
SIRT5 block: SIRT5 desuccinylase inhibitors, primary screen, biochemical, fluorescence imaging, single point, set 5; NAD-dependent protein deacylase sirtuin-5, mitochondrial (Homo sapiens), Q9NXA8; Purified SirT5, succinyl-peptide AMC, trypsin-coupled fluorescence; inhibition, % at 15 µM; 330,000 tested, 1.1% active; AID 652115, 2013; in the data active = inhibition above about 15%; inconclusive = no clear call, values can overlap the other calls
Target sequence (Q9NXA8 whole entry, looked up): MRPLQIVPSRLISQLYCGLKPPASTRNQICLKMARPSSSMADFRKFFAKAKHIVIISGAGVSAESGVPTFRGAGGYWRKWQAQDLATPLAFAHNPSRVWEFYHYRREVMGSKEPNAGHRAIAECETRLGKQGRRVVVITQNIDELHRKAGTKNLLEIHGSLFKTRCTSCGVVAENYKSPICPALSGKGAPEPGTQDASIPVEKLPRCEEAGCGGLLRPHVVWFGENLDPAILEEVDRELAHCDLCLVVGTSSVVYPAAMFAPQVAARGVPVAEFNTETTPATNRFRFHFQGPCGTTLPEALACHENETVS
ERAP1 HTS inh: human ERAP1 aminopeptidase inhibitors, primary screen, biochemical, single point, plate reader; Endoplasmic reticulum aminopeptidase 1 (Homo sapiens), Q9NZ08; recombinant ERAP1, Leu-AMC fluorescence, 60 min; inhibition, % at 10.7 µM; 340,000 tested, 0.15% active; AID 652197, 2013;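 active = mean replicate inhibition of at least 30%, or all replicates individually reaching that 30% level; inactive = mean below 30% and not every replicate reaching it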;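 also: 0% = neutral control wells and 100% = L-leucinethiol positive control wells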
CASP6 VEID inh: human caspase-6 inhibitors, primary screen, biochemical, VEID-R110 fluorescence, single point, set 2; inhibition, % at 12.5 µM; purified caspase-6, Z-VEID-R110 cleavage fluorescence; 350,000 tested, 0.53% active; AID 686996, 2013;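 active = mean inhibition across replicates at least about 35%, with every replicate also reaching that limit, limit read from the data; inconclusive = only one of the two criteria met; inactive = neither criterion met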;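 also: 0% = median of neutral control wells and 100% = no fluorescence left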
Target sequence (P55212 24-179 limits assumed): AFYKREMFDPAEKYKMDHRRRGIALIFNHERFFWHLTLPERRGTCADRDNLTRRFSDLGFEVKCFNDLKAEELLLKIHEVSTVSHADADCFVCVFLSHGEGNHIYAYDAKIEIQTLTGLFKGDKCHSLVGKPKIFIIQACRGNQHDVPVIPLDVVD
Target sequence (P55212 194-293 limits assumed): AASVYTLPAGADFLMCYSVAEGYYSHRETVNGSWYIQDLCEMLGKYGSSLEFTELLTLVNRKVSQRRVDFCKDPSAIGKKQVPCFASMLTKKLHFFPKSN
DENV2 CPE: inhibitors of DENV2 cytopathic effect, primary screen, cell-based, plate reader, single concentration; DENV2-infected cells, cytopathic effect rescue; CPE inhibition, % at 9.99 µM; 350,000 tested, 1.7% active; AID 651640, 2012; in the data active = CPE inhibition above about 20%, passing the limit was not always enough; inconclusive = no clear call, values can overlap the other calls; tested in BHK-21 cells;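 also: 0% = median of neutral control wells and 100% = median of positive control wells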
* = called active by the depositor; u = inconclusive; x = not tested or not shown; & = joins results of further samples; [ ] = remark or other dose.

SMILES | F508del corr | miR-122 sensor | ERp5 inh | SIRT5 block | ERAP1 HTS inh | CASP6 VEID inh | DENV2 CPE
CCN(Cc1nc(-c2ccccc2)no1)C(=O)c1ccoc1C | 2.3 | -1.4 | -3.2 | -0.9 | -6.2 | 1.0 | -6.7
CCSCc1nnc(SCC(=O)Nc2ccc(F)cc2)n1CC | -1.4 | x | -1.0 | 5.5 | -2.4 | -5.4 | 0.2
COC(=O)c1sccc1-c1ccc(/C=N/OC(=O)c2cccs2)o1 | 2.1 | 3.6 | 1.7 | -0.1 | x | 2.0 | 3.5
CC1Cc2ccccc2N1C(=O)CSc1nc(-c2ccco2)cc(C(F)(F)F)n1 (stereo not given) | -2.1 | 4.2 | -4.6 | -1.0 | -3.8 | 1.9 | 4.4
CCCc1cc(C(=O)Nc2ccc(OC)cc2[N+](=O)[O-])cs1 | -1.7 | x | 4.0 | -4.6 | -4.1 | 2.6 | -9.3
O=S(=O)(c1cccc2cccnc12)N(CCO)CCO | 4.3 | -3.5 | -7.0 | x | x | 1.3 | 2.2
CCn1nc(C(=O)NNC(=O)c2ccc(OC(F)F)cc2)c2ccccc2c1=O | 0.8 | x | -5.7 | -1.7 | -4.4 | 1.8 | -5.2
O=C(N/N=C/c1sc(N2CCOCC2)nc1-c1ccccc1)c1cccc(S(=O)(=O)N2CCOCC2)c1 | -0.8 | -0.4 | 0.3 | 1.5 | -2.7 | -1.6 | 2.9
COc1cccc(OCC(=O)N2CCC3(CC2)CC(=O)c2ccccc2O3)c1 | -2.9 | -8.0 | -2.1 | -2.0 | -1.0 | 2.1 | -0.5
O=C(C[C@H]1CC[C@@H]2[C@H](COC[C@@H](O)CN2S(=O)(=O)c2cccc(Cl)c2)O1)NC1CCCC1 | 3.4 | -5.1[16.7 µM] | 4.9 | 3.5 | -2.7 | -1.6 | 10.2
C[C@@]12CC(=O)NC1N(C(=O)c1cccc(C(F)(F)F)c1)C(c1ccccc1OC(=O)c1cccc(C(F)(F)F)c1)C2 (stereo not given in full) | x | -1.6 | -0.1 | 3.1 | 5.0 | -0.8 | x
COc1ccc(/C=C/C=O)cc1 | -1.7 | x | 11.8 | 2.3 | 0.7 | -0.2 | 4.7
CN1CCN(C(=O)C[C@H]2CC[C@H]3[C@@H](COC[C@H](O)CN3C(=O)Nc3ccc4c(c3)OCO4)O2)CC1 | 0.6 | 1.8[16.7 µM] | x | x | x | x | 7.0
CN(C(=O)COC(=O)c1ccc([N+](=O)[O-])cc1)c1ccccc1 | -0.6 | x | -0.5 | -1.1 | 0.0 | -6.4 | -3.3
O=C(CSc1nc2ccccc2c(=O)[nH]1)Nc1ccccc1C(F)(F)F | 0.4 | 0.3 | -0.3 | -0.5 | -5.5 | 1.4 | -6.8
CCc1cccc(NC2c3ccccc3C(=O)N2c2ccc(C)cn2)c1 (stereo not given) | 4.3 | 3.3 | 8.9 | -1.5 | 0.6 | -0.9 | 1.9
CN1C(=O)c2cc(NC(=O)c3ccc(F)cc3)ccc2OC[C@H]2O[C@H](CC(=O)N3CCOCC3)CC[C@@H]21 | -1.2 | 6.6[16.7 µM] | 4.4 | -7.4 | 0.1 | -0.9 | 1.0
CCN(CC)CCNC(=O)c1cccc(NC(=O)C(=O)c2cc(Br)ccc2NC(C)=O)c1 | 0.7 | -4.6 | 3.5 | -1.2 | 7.1 | -12.6 | -4.1
COc1ccc(NC(=O)Nc2ccc3c(c2)C(=O)N([C@@H](C)CO)C[C@@H](C)[C@H](CN(C)C(=O)Nc2ccc(C(F)(F)F)cc2)O3)cc1 | -3.3 | 0.1[16.7 µM] | -1.2 | 9.9 | 1.5 | 6.8 | -2.2
CN1C(=O)c2cc(NC(=O)C3CCC3)ccc2OC[C@@H]2O[C@@H](CC(=O)NCCc3ccncc3)CC[C@@H]21 | -0.7 | x | -2.0 | -2.9 | 2.6 | -1.0 | -5.9
O=C(c1ccccc1F)n1c2c(c3ccccc31)CCCC2 | 4.9 | 13.7 | 0.7 | -3.8 | -0.6 | -3.4 | -0.3
COCC(=O)Nc1ccc2c(c1)OC[C@H](C)N(Cc1ccccc1)C[C@@H](C)[C@H](OC)CN(C)C2=O | 0.6 | 0.4[16.7 µM] | -6.7 | 1.0 | -3.0 | 21.0 | -0.4
O=C(NC1CCN(S(=O)(=O)c2ccccc2C(F)(F)F)CC1)c1ccco1 | 0.2 | x | -1.7 | 2.0 | -3.4 | -3.0 | 8.5
CO[C@@H]1CN(C)C(=O)c2cc(NS(C)(=O)=O)ccc2OC[C@H](C)NC[C@@H]1C | -0.5 | x | 1.1 | 0.1 | 0.8 | 2.7 | 5.3
C[C@@H]1CN([C@H](C)CO)C(=O)c2cc(NS(=O)(=O)c3ccc(F)cc3)ccc2O[C@H]1CN(C)S(=O)(=O)c1cccs1 | -2.5 | -2.9[16.7 µM] | -5.0 | 2.4 | -3.7 | 0.5 | -9.9

The last 2 records of the part above come first, to join the parts:
SMILES | F508del corr | miR-122 sensor | ERp5 inh | SIRT5 block | ERAP1 HTS inh | CASP6 VEID inh | DENV2 CPE
CO[C@@H]1CN(C)C(=O)c2cc(NS(C)(=O)=O)ccc2OC[C@H](C)NC[C@@H]1C | -0.5 | x | 1.1 | 0.1 | 0.8 | 2.7 | 5.3
C[C@@H]1CN([C@H](C)CO)C(=O)c2cc(NS(=O)(=O)c3ccc(F)cc3)ccc2O[C@H]1CN(C)S(=O)(=O)c1cccs1 | -2.5 | -2.9[16.7 µM] | -5.0 | 2.4 | -3.7 | 0.5 | -9.9
COc1ccc(-c2cnc3c(c2)C(=O)N([C@H](C)CO)C[C@H](C)[C@H](CN(C)Cc2ccc(F)cc2)O3)cc1 | x | 36.5[16.7 µM] | -3.0 | 1.3 | -2.1 | -0.1 | 17.5
COc1ccc(S(=O)(=O)N2CCN(C(=O)CCNC(=O)c3ccccc3Cl)CC2)cc1 | -1.3 | x | 0.4 | -5.1 | -1.5 | -2.2 | u
COc1ccc(S(=O)(=O)Nc2ccc3c(c2)C(=O)N([C@@H](C)CO)C[C@H](C)[C@H](CN(C)Cc2ccncc2)OCCCC[C@@H](C)O3)cc1 | 0.3 | 10.0[16.7 µM] | -5.1 | 3.9 | 0.2 | -0.7 | 13.4
Cc1cccc(N2CCN(C(=O)c3ccccc3SCC(=O)N3CCCC3)CC2)c1C | 0.9 | -2.3 | -3.1 | 0.2 | -0.5 | 1.1 | -2.1
C[C@H](CO)N1C[C@H](C)[C@H](CN(C)C(=O)Nc2ccc3c(c2)OCO3)Oc2ccc(NC(=O)Cc3cn(C)c4ccccc34)cc2C1=O | 1.1 | -18.6[16.7 µM] | -6.2 | -5.5 | -2.2 | -1.3 | -5.1
Cc1nc(C(=O)NCc2ccccc2)sc1C1(C)CC(c2cccnc2)=NO1 (stereo not given) | -1.4 | 0.7 | 6.5 | -5.5 | -0.4 | 1.3 | 19.3
COCCCNc1nccn2ccnc12 | -3.1 | 5.2 | 3.5 | x | -2.6 | -3.4 | 4.2
CCOc1ccc(N(C)S(=O)(=O)c2cc(-c3cc(C)no3)ccc2C)cc1 | -0.8 | x | 2.9 | -1.2 | 3.9 | 0.4 | -6.7
O=C1Nc2cc3c(cc2C1=O)sc1ccccc13 | 1.0 | -3.0 | 3.2 | -2.0 | -2.7 | 4.9 | 10.3
CN(C)C(=O)c1ccc(-c2ccc([C@@H]3[C@H](CO)N4CCCCN(CC5CCOCC5)C[C@@H]34)cc2)cc1 | 0.7 | -29.1[16.7 µM] | 15.2 | -3.3 | -2.3 | 0.7 | -0.9
COCC#Cc1cnc2c(c1)C(=O)N([C@H](C)CO)C[C@H](C)[C@H](CN(C)C(=O)c1cccc(F)c1)O2 | -0.5 | 10.6[16.7 µM] | -5.5 | -5.5 | 0.0 | 1.7 | -3.1
Cc1cc(NC(=O)CSc2ccc3nnc(CCNS(=O)(=O)c4ccccc4)n3n2)no1 | 2.6 | 4.0 | 6.0 | 0.7 | -1.2 | 1.7 | -0.4
O=C(N/N=C/c1cccc([N+](=O)[O-])c1)c1nc2ccccc2c(=O)[nH]1 | -1.4 | 1.5 | 4.6 | -0.9 | -1.7 | -1.3 | u
C[C@@H]1CCCCO[C@H](CN(C)Cc2ccncc2)[C@@H](C)CN([C@H](C)CO)C(=O)c2cc(NC(=O)c3ccccc3)ccc2O1 | 0.4 | -10.5[16.7 µM] | 1.6 | -0.7 | 0.2 | 0.0 | -6.0
CC(=O)Nc1ccc(OCC[n+]2cccc(C(N)=O)c2)cc1 | -0.1 | -5.2 | -0.5 | -2.0 | -2.6 | x | 2.6
O=c1[nH]c(Cc2ccccn2)nc2scc(-c3ccc(Cl)cc3)c12 | 2.3 | -2.0 | 4.7 | -0.9 | 2.1 | -0.5 | -3.4
CCC(=O)Nc1ccc2c(c1)OC[C@@H](C)N(C(C)=O)C[C@@H](C)[C@H](OC)CN(C)C2=O | 0.4 | 5.1[16.7 µM] | -3.3 | -4.4 | -1.4 | 3.3 | -8.2
CCO[C@@H]1OC(C(=O)Nc2ccccc2)=C[C@H](C)[C@H]1CCCO | 0.3&-0.7 | 6.7 | 3.3 | -1.7 | -1.0 | -3.0 | 18.7
C[C@@H]1CN([C@@H](C)CO)C(=O)c2cc(NC(=O)CCC(F)(F)F)ccc2O[C@H]1CN(C)Cc1ccc(-c2ccccc2)cc1 | 0.8 | -15.2[16.7 µM] | -2.6 | 2.7 | -1.3 | -0.1 | -11.8
CCOC(=O)c1c(C)[nH]c(C(=O)COC(=O)c2cnccn2)c1C | 0.9 | 0.6 | -12.3 | -1.8 | -0.1 | 2.3 | u
O=C(c1ccc(-n2cccc2)cc1)N1CCCCC1 | -3.6 | x | 1.8 | 1.7 | -0.4 | -0.2 | 1.4
COc1cccc(S(=O)(=O)N[C@@H]2CC[C@@H](CCN)O[C@@H]2CO)c1 | 0.4 | x | 1.3 | -2.6 | 8.1 | -2.4 | 18.1
CCCC(=O)N1CC2(CCN(C(=O)C3CC3)CC2)c2c(n(C)c3cc(OC)ccc23)[C@H]1CO | -2.5 | x | -1.1 | -4.2 | 0.8 | -0.1 | -0.9
CCN1/C(=C\c2ccc3ccccc3[n+]2CC)Sc2cc(C)ccc21 | -32.5 | x | 11.1 | 28.6* | 14.7 | 3.0 | x
CC(C)Oc1ccc(C(=O)OCC(=O)N2CCCc3ccccc32)cc1 | 0.2 | x | 2.0 | -9.0 | 3.6 | 1.4 | -3.9
COCCN(C(=O)CCC(=O)Nc1cc(C)on1)C(C(=O)NC(C)(C)C)c1cccc(OC)c1OC (stereo not given) | 0.1 | -4.9 | -10.8 | x | 3.6 | 0.9 | -1.6
C[C@@H]1CN([C@H](C)CO)C(=O)c2cccc(NC(=O)c3ccc(-c4nccs4)cc3)c2O[C@@H]1CN(C)S(=O)(=O)c1cn(C)cn1 | -2.2 | -5.7[16.7 µM] | 0.8 | -8.6 | -0.7 | 5.6 | -6.7
O=C(CCN1C(=O)/C(=C/c2ccccc2Cl)SC1=S)NC1CCCC1 | 0.3 | 5.7 | -6.9 | 0.3 | -1.7 | -0.6 | -7.2

Records listed so far shown as hits in SIRT5 block.
SMILES | F508del corr | miR-122 sensor | ERp5 inh | SIRT5 block | ERAP1 HTS inh | CASP6 VEID inh | DENV2 CPE
CCN1/C(=C\c2ccc3ccccc3[n+]2CC)Sc2cc(C)ccc21 | -32.5 | x | 11.1 | 28.6* | 14.7 | 3.0 | x

Not a retest: an excerpt of the list.
SMILES | F508del corr | miR-122 sensor | ERp5 inh | SIRT5 block | ERAP1 HTS inh | CASP6 VEID inh | DENV2 CPE
CC(C)Oc1ccc(C(=O)OCC(=O)N2CCCc3ccccc32)cc1 | 0.2 | x | 2.0 | -9.0 | 3.6 | 1.4 | -3.9
COCCN(C(=O)CCC(=O)Nc1cc(C)on1)C(C(=O)NC(C)(C)C)c1cccc(OC)c1OC (stereo not given) | 0.1 | -4.9 | -10.8 | x | 3.6 | 0.9 | -1.6

Bioassay records (PubChem)
